Screens: PubChem, Southern Research Specialized Biocontainment Screening Center
H37Rv inhibition: M. tuberculosis growth inhibition, HTS (AID 449762) | M. tuberculosis H37Rv growth inhibition, 7H9 media; higher % means a stronger effect | inhibition, % at 25 µM; hits with a dose series show IC50 in µM | 330,000 tested, 0.59% active; in the data active means a potency from the dose series; inconclusive means inhibition above about 70% without an active follow-up result;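 further: bacterial growth assessed after seven days of incubation; strong numbers were not always called active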
inhibitors of VEEV: inhibitors of VEEV TC-83 cytopathic effect, confirmation, Vero cells (AID 588727); 350,000 tested, 0.13% active; inhibition, % at 20 µM, or IC50 in µM where a hit was titrated; Vero cells, VEEV TC-83 cytopathic effect inhibition; higher % means a stronger effect; in the data active means a potency from the dose series; inconclusive means inhibition mostly from about 14% at the one dose, without a potency; inactive means the rest, 99 in 100 with inhibition below about 12%; further: strong numbers were not always called active
H1N1 NS1A inhibition: NS1A inhibition, H1N1 influenza, cell based functional assay (AID 504329). NS1A functional cell-based assay, percent inhibition; higher % means a stronger effect. one-dose inhibition, % at 12.5 µM; IC50 in µM for titrated hits. 340,000 tested, 0.3% active; in the data active means a potency from the dose series; inconclusive means inhibition above about 27% without an active follow-up result; further: strong numbers were not always called active
tuberculosis growth: growth inhibition of non-replicating M. tuberculosis (AID 488890) | Mycobacterium tuberculosis non-replicating, growth inhibition; higher % means a stronger effect | inhibition, % at 25 µM, or IC50 in µM where a hit was titrated | 320,000 tested, 0.39% active; in the data active means a potency from the dose series; inconclusive means inhibition mostly from about 82% at the one dose, without a potency; inactive means the rest, 99 in 100 with inhibition below about 76%;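 further: plate controls were DMSO cells for no effect and high antibiotic wells for full effect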
PhoP GFP inhibition: Inhibition of PhoP regulon, Salmonella typhi GFP reporter cells, confirmation, 4 h (AID 1850). one-dose inhibition, % at 50 µM; IC50 in µM for titrated hits. Salmonella Typhi PhoP-promoter GFP reporter, fluorescence, 4 h; higher % means a stronger effect. 310,000 tested, 0.33% active; in the data active means a potency from the dose series; inconclusive means inhibition mostly from about 25% at the one dose, without a potency; inactive means the rest, 99 in 100 with inhibition below about 19%;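 further: 0% = induced wells with vehicle and 100% = uninduced wells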
inhibitors of VEEV 10K pilot screen: also measured in inhibitors of VEEV; calls as there; inhibition, %; measured here: 10K pilot screen inhibition
Numbers without * were called inactive; i = inactive; ? = inconclusive; . = not tested or not shown.

SMILES	H37Rv inhibition	inhibitors of VEEV	H1N1 NS1A inhibition	tuberculosis growth	PhoP GFP inhibition	others
COc1cccc(OC)c1C(=O)Nc1nc2ccc(S(C)(=O)=O)cc2s1	6%	3.0%	0%	-6%	1%
O=S(=O)(NC1CCCCC1)c1ccc(F)c2ccccc12	6%	i	15%	24%	4%
Cc1cc(Br)cc(Br)c1OCC(=O)NNC(=O)c1ccoc1C	2%	10%	-11%	2%	-1%
Cc1cc2c3nonc3ccc2n1-c1ccccc1	-8%	1.5%	-15%	1%	-10%
O=C(O)CCCC(=O)Nc1ccc(Br)cc1C(=O)O	6%	1.4%	0%	4%	3%
Cc1ccc(-c2nc(N/N=C/c3ccccc3[N+](=O)[O-])c3ccccc3n2)cc1	2%	7.7%	8%	2%	-4%
O=c1c(C=NCc2cccnc2)c(C(F)(F)F)[nH]n1-c1nc2ccccc2s1	5%	0.7%	-5%	3%	2%
c1ccc(COc2ccccc2CNC23CC4CC(CC(C4)C2)C3)cc1	21%	i	-8%	?	-6%
CN(C)S(=O)(=O)c1ccc(Cl)c(C(=O)NCc2ccco2)c1	-2%	2.1%	-2%	6%	-4%
CCCn1c(SCC(=O)c2cc(OC)ccc2OC)nnc1C(C)C	-2%	3.5%	6%	7%	16%	inhibitors of VEEV 10K pilot screen=0.5
CCCn1nnnc1NCc1cccc(OC)c1OC	-7%	1.2%	20%	1%	-3%
CCn1c(=O)n(CC)c2cc(S(=O)(=O)Nc3c(C)cccc3C)ccc21	0%	7.0%	12%	.	5%
Cc1ccc(C2=C(CC(=O)O)C(=O)CC2)cc1	-1%	i	-2%	-1%	0%
CCN(C(=O)COC(=O)c1ccccc1O)c1nc2ccccc2s1	-11%	1.1%	-17%	11%	.
COc1ccccc1/C=C/C=N/NC(=O)CN1CCN(Cc2ccccc2)CC1	3%	0.6%	-19%	7%	-6%
COCCn1c(=N)c(C(=O)NCc2ccco2)cc2c(=O)n3cc(C)ccc3nc21	0%	0.8%	12%	1%	-18%
CCOc1cc(C2NC(=O)NC(C)=C2C(=O)OCC2CCCCC2)ccc1O (stereo unspecified)	-3%	1.3%	-20%	22%	-1%
COCC(C)n1c(SCC(=O)N2CCCCC2)nc2ccccc2c1=O (stereo unspecified)	0%	1.5%	15%	8%	-5%
O=C(O)Cc1ccc(C(=O)c2ccccc2)s1	-6%	1.7%	-1%	-14%	3%
Cc1ccccc1N1CCN(S(=O)(=O)c2ccccc2)CC1	-4%	i	3%	13%	2%
COc1ccc(-n2c(SCC(=O)NCCCN3CCCC3=O)nnc2C(C)N2CCCCC2)cc1 (stereo unspecified)	3%	2.0%	-3%	13%	9%
Cc1cc(C)n2nc(C)[n+](C)c2n1	-11%	1.1%	-2%	-6%	-1%
COc1ccc(NS(=O)(=O)c2ccc(C)c(C(=O)NCc3cccnc3)c2)cc1	-8%	i	-1%	-5%	-7%
Cc1ccc(NC(=O)Cn2c(=O)c3cccn3c3ccccc32)c(C)c1	-1%	i	-7%	6%	2%

Nothing new here: an excerpt of the list.
SMILES	H37Rv inhibition	inhibitors of VEEV	H1N1 NS1A inhibition	tuberculosis growth	PhoP GFP inhibition	others
COc1ccc(NS(=O)(=O)c2ccc(C)c(C(=O)NCc3cccnc3)c2)cc1	-8%	i	-1%	-5%	-7%
Cc1ccc(NC(=O)Cn2c(=O)c3cccn3c3ccccc32)c(C)c1	-1%	i	-7%	6%	2%

Continuation.
SMILES	H37Rv inhibition	inhibitors of VEEV	H1N1 NS1A inhibition	tuberculosis growth	PhoP GFP inhibition	others
CCOC(=O)C1=NN(C(=O)c2ccccc2)C(O)(c2ccc(C)cc2)C1 (stereo unspecified)	-6%	1.0%	3%	.	-4%
O=C(Nc1ccc(C(=O)N2CCCC2)cc1)Nc1ccc(Cl)cc1Cl	-2%	0.9%	6%	-13%	-9%
Cc1ccc(C)c(NS(=O)(=O)c2cc(C(=O)NCc3ccccn3)ccc2C)c1	5%	0.1%	7%	28%	1%
CCN(CC)CCOC(=O)c1ccccc1Br	0%	i	2%	-11%	-8%
Cc1cc(=O)oc2cc(OCC(=O)NC3CCCC3)ccc12	-2%	0.8%	-8%	-11%	25%
Cc1ccc(S(=O)(=O)N2CCCCC2)cc1NC(=O)c1cc2ccccc2o1	8%	0.6%	8%	17%	.
O=C(COc1cccnc1[N+](=O)[O-])Nc1cc(Cl)ccc1Cl	2%	i	5%	-10%	.
O=C(CCCn1c(=O)[nH]c2cc(Cl)ccc2c1=O)NCCC1=CCCCC1	-6%	5.2%	-2%	-10%	0%
CCOc1ccc(C(=O)SC2=NCCS2)cc1	-11%	0.5%	-3%	36%	3%
O=C(CN1CCOCC1)Nc1cccc(Br)c1	-7%	2.4%	-2%	-1%	-5%
O=C(CCS(=O)(=O)c1ccccc1)Nc1ccccc1N1CCOCC1	-7%	1.9%	4%	0%	-1%
CN(C)CC(=O)c1c(N)n(Cc2ccccc2)c(=O)n(C)c1=O	-7%	0.5%	-11%	-13%	6%
CN(c1ccccc1)S(=O)(=O)c1ccc(NC(=O)COc2ccccc2)cc1	1%	1.2%	-9%	26%	6%
c1ccc(-c2noc(-c3ccccc3-c3ccccc3)n2)cc1	9%	4.9%	-2%	1%	5%
CCn1c(NC2CCCCC2)nc2ccccc21	2%	2.1%	1%	9%	7%
O=C1Cc2ccccc2Sc2ccccc21	?	0.4%	3%	-7%	7%
COc1nc(OC)nc(N2CCC(NC(=O)C(Cc3cccc(OC)c3OC)NC(C)=O)CC2)n1 (stereo unspecified)	-11%	0.3%	12%	-3%	1%
O=C(CN(Cc1ccccc1)S(=O)(=O)c1ccc(F)cc1)NCc1ccncc1	-4%	1.0%	-1%	-6%	13%
COc1ccc(CNC(=O)CN2C(=O)C(C)N(c3ccc(C)cc3)C2=O)cc1 (stereo unspecified)	-3%	4.3%	13%	13%	-9%
C/C(=N\NC(=O)c1cc(C)nc2ccccc12)c1ccncc1	-4%	1.3%	7%	-9%	0%
COC(=O)c1[nH]c2ccc(C)cc2c1NC(=O)CN1CCN(C(=O)c2ccccc2)CC1	-7%	i	8%	20%	-2%
CNc1cnn(-c2ccc(C)cc2)c(=O)c1Sc1ccc(C)cc1	-1%	0.7%	4%	22%	-1%
CC(C)Nc1nc(Cl)nc(NC2CCCCC2)n1	3%	1.0%	1%	12%	-2%
COC(=O)c1sc(S(=O)(=O)N2CCC(C(=O)O)CC2)c(C(=O)OC)c1C	1%	2.9%	3%	-3%	-15%

Next part, starting with the last 7 of the part before.
SMILES	H37Rv inhibition	inhibitors of VEEV	H1N1 NS1A inhibition	tuberculosis growth	PhoP GFP inhibition	others
O=C(CN(Cc1ccccc1)S(=O)(=O)c1ccc(F)cc1)NCc1ccncc1	-4%	1.0%	-1%	-6%	13%
COc1ccc(CNC(=O)CN2C(=O)C(C)N(c3ccc(C)cc3)C2=O)cc1 (stereo unspecified)	-3%	4.3%	13%	13%	-9%
C/C(=N\NC(=O)c1cc(C)nc2ccccc12)c1ccncc1	-4%	1.3%	7%	-9%	0%
COC(=O)c1[nH]c2ccc(C)cc2c1NC(=O)CN1CCN(C(=O)c2ccccc2)CC1	-7%	i	8%	20%	-2%
CNc1cnn(-c2ccc(C)cc2)c(=O)c1Sc1ccc(C)cc1	-1%	0.7%	4%	22%	-1%
CC(C)Nc1nc(Cl)nc(NC2CCCCC2)n1	3%	1.0%	1%	12%	-2%
COC(=O)c1sc(S(=O)(=O)N2CCC(C(=O)O)CC2)c(C(=O)OC)c1C	1%	2.9%	3%	-3%	-15%
COc1cc(C(F)(F)F)nc(-c2ccccn2)n1	-1%	0.8%	10%	17%	5%	inhibitors of VEEV 10K pilot screen=1.3
C[C@@H](C(=O)Nc1nc2ccccc2s1)N1C(=O)C2CC=CCC2C1=O (stereo partly specified)	4%	0.7%	8%	13%	-3%
CN(C)CCCN(C(=O)c1cccs1)c1nc(-c2ccccc2)cs1	-4%	i	9%	30%	12%
Cc1ccc(N2CC(C(=O)Nc3ccc(S(=O)(=O)N4CCCC4)cc3)CC2=O)cc1C (stereo unspecified)	-3%	2.6%	11%	-1%	0%
Cn1c(N)c(C(=O)COC(=O)C2CC(O)CN2S(=O)(=O)c2ccc(Cl)cc2)c(=O)n(C)c1=O (stereo unspecified)	-14%	3.0%	9%	-6%	-8%
CC1CCN(S(=O)(=O)c2cn(CC(=O)Nc3ccc(OC(F)(F)F)cc3)cn2)CC1	-3%	i	12%	0%	1%
O=C(OCC#CCSc1nnc(-c2ccccc2)o1)c1ccco1	?	i	3%	1.4µM*	-6%
COc1ccc(N(C)S(=O)(=O)c2cccc(C(=O)NCC(c3cccs3)N(C)C)c2)cc1 (stereo unspecified)	0%	8.8%	0%	5%	3%
CCCC(=O)NC(NC(=S)Nc1c(C)n(C)n(-c2ccccc2)c1=O)C(Cl)(Cl)Cl (stereo unspecified)	-10%	0.7%	-20%	3%	1%
COc1ccc(F)cc1S(=O)(=O)NCCCn1ccnc1	-6%	0.8%	-13%	-4%	-3%
O=C(CSc1ccccc1)Nc1ccc(N2CCOCC2)c(F)c1	5%	0.8%	-4%	60%	-2%
CN(CCC1CCCCO1)C(=O)CCc1nnc(Cc2c[nH]c3ccccc23)o1 (stereo unspecified)	-27%	0.8%	-8%	24%	-6%
O=C(c1nn2cccnc2c1Cl)N1CCN(c2ccccc2)CC1	6%	1.2%	-2%	-3%	4%
Cc1ccc(CNC(=O)c2ccc3c(c2)S(=O)(=O)c2ccccc2C3=O)cc1	5%	2.8%	6%	0%	-5%
CN1C(=O)/C(=C2/C=Cc3ccccc3N2CCCS(=O)(=O)O)SC1=S	10%	1.8%	9%	-9%	26%
[N-]=[N+]=NC[C@H](Cc1ccccc1)N1CC[C@@H](OCc2ccccc2)CCC1=O	1%	0.5%	5%	28%	-3%
CC(C)(C)c1nc(NCCN2CCOCC2)c2nnn(Cc3ccccc3Cl)c2n1	4%	0.9%	1%	-4%	-2%
CN(C)c1ccc(NC(=O)c2cn(-c3ccccc3)nc2-c2cccs2)cc1	-3%	7.1%	12%	4%	3%	inhibitors of VEEV 10K pilot screen=6.9
COc1ccc(S(=O)(=O)N2CCOCC2)cc1NC(=O)CCc1nc2ccccc2c(=O)[nH]1	4%	2.1%	11%	-15%	-10%
CCOC(=O)C(C(=O)OCC)C1OC(=O)c2cc3c(cc21)C(=O)OC3C(C(=O)OCC)C(=O)OCC (stereo unspecified)	0%	1.1%	-5%	31%	17%
CC1CCCC(C)N1C(=O)COC(=O)CSc1ccc([N+](=O)[O-])cc1 (stereo unspecified)	.	1.4%	-8%	.	.
O=C(Nc1ccccc1F)N1CCc2ccccc2C1	-1%	0.5%	5%	11%	-8%
Cc1cccc2sc(N(CCCN(C)C)C(=O)CCS(=O)(=O)c3ccccc3)nc12	41%	?	12%	?	-4%
CCc1[nH]c(=S)c(C#N)c2c1CCCC2	-1%	i	-8%	44%	6%
CCOC(=O)C1CCN(C(=O)CCn2c(=O)c3cccn3c3cccnc32)CC1	-3%	2.9%	-8%	0%	-3%
COc1ccc(CCN2CC(C(=O)NCc3ccccc3)CCC2=O)cc1 (stereo unspecified)	4%	1.4%	3%	6%	-4%
C=CCn1c(SCCN2CCCCC2)nc2c1c(=O)[nH]c(=O)n2C	-7%	0.1%	0%	-3%	8%
Cc1c(C(=O)Nc2cc(S(=O)(=O)N3CCOCC3)ccc2N2CCN(C)CC2)oc2ccccc12	6%	8.1%	18%	19%	17%
CC(=O)N/C(=C/c1ccccc1)c1ccccc1	-8%	i	5%	-4%	.
COCCNC(=O)c1cc2cc(Br)cc(OC)c2oc1=O	-6%	2.1%	-7%	.	-3%
CC(Oc1ccc(Cl)cc1Cl)C(=O)Nc1cccc(O)c1 (stereo unspecified)	2%	0.1%	-9%	10%	12%
O=S(=O)(c1ccccc1)N1CCN(c2ncccn2)CC1	-8%	2.3%	-6%	16%	4%
CCCCn1c(N)c(N(CC(C)C)C(=O)c2cccc(-n3cnnn3)c2)c(=O)[nH]c1=O	4%	5.4%	-2%	-5%	-1%
CCc1ccccc1N/N=C(/C)c1c(O)cc(C)oc1=O	-1%	i	-3%	.	1%
CC(=O)Oc1ccc(C#C/C=C2\c3ccccc3C(=O)N2c2ccccc2)cc1	23%	7.0%	-15%	?	.
COCc1cc(CN2CCCC(C(=O)c3cccc(C(F)(F)F)c3)C2)ccc1OC (stereo unspecified)	-1%	i	7%	8%	0%	inhibitors of VEEV 10K pilot screen=0.0
CC(C)(CNC(=O)c1cc([N+](=O)[O-])ccc1N1CCC(Cc2ccccc2)CC1)N1CCOCC1	30%	4.4%	15%	.	.
CC(C)CN1CCN(Cc2cnc(-c3ccc(Cl)cc3)nc2)CC1CCO (stereo unspecified)	-1%	1.5%	0%	3%	3%

Random draw from the library. Share with any hit: about 1.6%.
